# E-selectin induc: induces E-selectin expression in human endothelial cells. P16581. activation, % at 7.58 µM. 260,000 compounds, 0.37% hits. HUVEC E-selectin immunofluorescence imaging; normalized: neutral wells 0, TNF-alpha wells 100;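 active means mean E-selectin-positive cell signal at least 10% of the positive control, reached in at least 60% of replicates, without over 20% cell loss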;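 further: in these data hits start at about 27%; measured in HUVEC primary endothelial cells; signal is the percent of cells scored E-selectin positive by PE staining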
#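 System: HUVEC / Compound: single concentration / Signal: immunofluorescence imaging / Read-out: percent E-selectin-positive cells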
# PGC1a acetyl inh: PGC1a acetylation modulation, inhibitor mode. U2OS PGC1a acetylation, AlphaScreen anti-acetyl-lysine; with virally co-expressed GCN5 acetyltransferase. inhibition, % at 15.6 µM. 350,000 compounds, 0.17% hits. AID 651687;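 active means every replicate shows inhibition of at least 40%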;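 further: 0% = neutral control wells and 100% = positive control wells; some results beyond the cut were filed as inactive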
# RAD54 inh: RAD54 (human) branch migration inhibition. RAD54 Holliday junction branch migration, FAM/BHQ fluorescence. 360,000 compounds, 0.14% hits. AID 602329. inhibition, % at 10.4 µM. Q92698;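 active means mean normalized replicate activity at least 40 and at least half of replicates scoring 40 or more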;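 further: 0% = median of neutral control wells and 100% = median of positive control wells; inhibitors cause a drop in the FAM fluorescence signal; in these data hits start at about 50%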
# Target sequence (Q92698 whole entry, looked up): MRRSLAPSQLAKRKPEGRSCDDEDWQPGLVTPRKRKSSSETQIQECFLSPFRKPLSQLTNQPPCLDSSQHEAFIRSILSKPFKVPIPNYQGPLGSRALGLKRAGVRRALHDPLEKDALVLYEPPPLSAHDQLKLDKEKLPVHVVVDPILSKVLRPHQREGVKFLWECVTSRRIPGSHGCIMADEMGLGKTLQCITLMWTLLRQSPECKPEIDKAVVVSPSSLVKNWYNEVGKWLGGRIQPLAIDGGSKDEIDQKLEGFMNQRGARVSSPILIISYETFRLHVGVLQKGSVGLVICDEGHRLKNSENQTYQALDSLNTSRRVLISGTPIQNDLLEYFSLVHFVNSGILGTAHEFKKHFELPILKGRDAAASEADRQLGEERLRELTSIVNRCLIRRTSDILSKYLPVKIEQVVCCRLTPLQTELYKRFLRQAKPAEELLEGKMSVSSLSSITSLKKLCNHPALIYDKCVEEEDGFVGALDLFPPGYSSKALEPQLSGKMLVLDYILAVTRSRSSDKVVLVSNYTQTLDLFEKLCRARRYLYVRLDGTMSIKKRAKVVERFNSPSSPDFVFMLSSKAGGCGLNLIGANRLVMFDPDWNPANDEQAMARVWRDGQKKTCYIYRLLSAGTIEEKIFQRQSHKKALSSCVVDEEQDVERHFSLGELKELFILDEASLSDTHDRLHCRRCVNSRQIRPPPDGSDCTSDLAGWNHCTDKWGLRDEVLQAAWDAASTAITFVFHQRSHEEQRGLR
# RAD52 anneal inh: RAD52 (human) annealing inhibition | P43351 | recombinant RAD52 DNA annealing, FRET fluorescence | inhibition, % at 18.7 µM | 360,000 compounds, 0.46% hits;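 active means every replicate showing at least 50% inhibition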
# PglD inh: blocks C. jejuni PglD acetyltransferase activity | purified PglD enzyme, DTNB colorimetric CoA detection | inhibition, % at 12.5 µM | 360,000 compounds, 0.098% hits; in the data active means inhibition above about 16%, passing the limit was not always enough; further: strong numbers were not always called active
# Cneo AK release: causes C. neoformans cell lysis | lysis activity, % at 15 µM | 360,000 compounds, 0.2% hits | adenylate kinase release luminescence, 4 h; normalised: neutral wells 0, clomiphene wells 100;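 active means mean lysis activity across replicates of at least 80%, whatever share of replicates individually reach that level; inactive means mean lysis activity below 80%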
#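 Material – log-phase Cryptococcus neoformans yeast cells · Input – 5 × 10^6 yeast cells/mL · Medium – fresh YPD growth medium · Doses – single compound concentration per well · Timing – static 4 h at 37 °C with compound, 1 h detection · Detection – adenylate kinase release luminescence · Read-out – signal increase indicating cell lysis · Control set – Clomiphene as positive lysis control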
# ERAP1 inh: blocks human ERAP1 aminopeptidase activity. inhibition, % at 10.7 µM. recombinant ERAP1, Leu-AMC fluorescence, 60 min. Q9NZ08. 340,000 compounds, 0.15% hits;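 active means mean replicate inhibition of at least 30%, or all replicates individually reaching that 30% level; inactive means mean below 30% and not every replicate reaching it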;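 further: 0% = neutral control wells and 100% = L-leucinethiol positive control wells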
# miR122 inh: blocks miR-122 activity in Huh7 sensor cells; 340,000 compounds, 0.3% hits; activation (reporter increase), % at 12.5 µM; Huh7 miR-122 Renilla luciferase sensor, 48 h; neutral wells = 0, positive control = 100;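 active means mean replicate activation score at least 90 and every replicate individually at or above 90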;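 further: higher luciferase means less miR-122 activity so hits act as miR-122 inhibitors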
# An asterisk follows results filed as active; / = not tested or not shown; & = joins results of further samples; [ ] = another dose, or the depositor's remark.
# Abbreviations: A = E-selectin induc; B = PGC1a acetyl inh; C = RAD54 inh; D = RAD52 anneal inh; E = PglD inh; F = Cneo AK release; G = ERAP1 inh; H = miR122 inh
1. Cc1ccc(Nc2c([N+](=O)[O-])cc(C(=O)N3CC(=O)Nc4ccccc43)cc2[N+](=O)[O-])c(C)c1
  A = /; B = -11; C = 5; D = /; E = -1; F = 1; G = /; H = 1

2. Cn1c(=O)c2c(n(Cc3ccccc3)c1=O)NC(=O)C2CC(=O)O (configuration not stated)
  A = /; B = 5; C = -4; D = /; E = 5; F = 2; G = /; H = -7

3. O=C(C[C@H]1CC[C@H]2[C@@H](COC[C@@H](O)CN2CCC(F)(F)F)O1)NCC1CCCCC1
  A = 0.0; B = -1; C = 3; D = -9; E = 1; F = -2; G = -2; H = -3[16.7 µM]

4. CCCCNC(=O)NS(=O)(=O)c1ccc(C(=O)OC)o1
  A = /; B = 3; C = 1; D = /; E = -12; F = 0; G = /; H = 0

5. N#Cc1cccc(-c2ccc(C3[C@@H]4CN(C(=O)c5ccccn5)C[C@H]3N4)cc2)c1 (some centres not stated)
  A = -0.1&-0.1; B = -14&4; C = /; D = -7&-24; E = /; F = /; G = -6&-3; H = /

6. CN(C)S(=O)(=O)Nc1ccc2c(c1)Cc1ccccc1-2
  A = /; B = 1; C = -3; D = -16; E = -1; F = 1; G = -3; H = 4

7. COC(=O)C1=CN(c2cccc(C)c2)C=C(C(=O)OC)C1c1cc(OC)c(O)c([N+](=O)[O-])c1
  A = /; B = /; C = 1; D = /; E = 5; F = -1; G = /; H = -10

8. COc1ccc(S(=O)(=O)Nc2ccc3c(c2)C(=O)N([C@@H](C)CO)C[C@@H](C)[C@H](CN(C)S(=O)(=O)c2ccc(Cl)cc2)O3)cc1
  A = 20; B = -12; C = -8; D = /; E = 5; F = 8; G = /; H = -8[16.7 µM]

9. CCOC(=O)C1CCCN(C(=O)c2sc(-c3ccccc3)nc2C)CC1 (configuration not stated)
  A = /; B = -8; C = -6; D = -1; E = 4; F = -2; G = -1; H = 1

10. Cc1ccc(S(=O)(=O)N2CCc3cc4c(cc3C2C)OCCCO4)cc1 (configuration not stated)
  A = /; B = 2; C = 4; D = -1; E = -3; F = -2; G = 2; H = 3

11. CC1(C(=O)NS(=O)(=O)c2cccc(OC(F)F)c2)CCN1C(=O)COc1ccc(Cl)cc1 (configuration not stated)
  A = -0.2; B = 9; C = -3; D = -15; E = -2; F = 1; G = 4; H = -7

12. COc1ccc(NC(=O)CSc2nnnn2-c2ccc(F)cc2)cc1
  A = 1.1; B = -10; C = 10; D = -4; E = 6; F = 0; G = 5; H = 1

13. CO[C@H]1CN(C)C(=O)c2ccc(NS(=O)(=O)c3cccc(F)c3)cc2OC[C@H](C)N(Cc2cc(F)ccc2F)C[C@@H]1C
  A = -0.2; B = -12; C = -14; D = 11; E = 1; F = -4; G = -3; H = /

14. N#C[C@H]1[C@@H](c2ccc(C#Cc3cccc(F)c3)cc2)[C@@H](CO)N1C(=O)C1CC1
  A = 0.4; B = -6; C = 4; D = 9; E = -5; F = -5; G = -1; H = /

15. Cc1ccc(N(C)S(=O)(=O)c2c(C)noc2/C=C/N(C)C)cc1
  A = 0.4; B = -10; C = 0; D = -138; E = -6; F = -1; G = 4; H = -1

16. COc1cc(/C=N/NC2=NS(=O)(=O)c3ccccc32)ccc1OC(C)=O
  A = /; B = 1; C = -1; D = -20; E = 4; F = 9; G = 0; H = 2

17. COC(=O)C(CC(C)C)NC(=O)c1ccc(F)cc1 (configuration not stated)
  A = /; B = -1; C = -9; D = -3; E = 1; F = 1; G = 1; H = /

18. CCCCC1NC(C(=O)O)CS1 (configuration not stated)
  A = /; B = 2; C = 0; D = -32; E = 3; F = 3; G = -3; H = -8

19. COc1ccc(NC(=O)CN2C(=O)NC(C)(C3CC3)C2=O)c(OC)c1 (configuration not stated)
  A = /; B = 7; C = -9; D = -6; E = -1; F = 2; G = 0; H = -3

20. COc1ccc(NC2=Nc3ccccc3CC2)cc1
  A = /; B = -5; C = -10; D = /; E = 11; F = 0; G = /; H = 3

21. Cc1noc(C)c1NC(=O)Nc1ccc2c(c1)CC(=O)N([C@@H](C)CO)C[C@@H](C)[C@@H](CN(C)CC1CC1)O2
  A = -0.1; B = 1; C = 2; D = -9; E = 1; F = 3; G = 2; H = -1[16.7 µM]

22. CCn1c(SCC(=O)Nc2cccc(C)c2)nc2ccccc2c1=O
  A = -0.1; B = -6; C = -16; D = -5; E = -12; F = -1; G = -2; H = -8

23. O=C(C1CCN(S(=O)(=O)c2cccc3cccnc23)CC1)N1CCN(Cc2ccccc2)CC1
  A = /; B = -7; C = 5; D = -41; E = -7; F = -5; G = /; H = -5

24. CN(C)C(=O)C1(c2ccccc2)CCN(S(=O)(=O)c2ccccc2)CC1
  A = /; B = 2; C = 11; D = /; E = 8; F = 4; G = /; H = 0

25. COc1ccccc1N1CCN(S(=O)(=O)c2ccc3c(c2)NC(=O)CS3)CC1
  A = /; B = /; C = -5; D = -33; E = 6; F = 0; G = -2; H = 1

26. COc1ccc(NC(=O)CN2C(=O)NC3(CCCC3)C2=O)c(OC)c1
  A = /; B = /; C = -1; D = -7; E = -11; F = 1; G = -1; H = 0

27. COc1cc(CN2CCC(C(=O)N3CCN(c4ccccc4F)CC3)CC2)ccc1O
  A = /; B = -7; C = 5; D = /; E = -6; F = 0; G = /; H = 0

28. COc1cc(C(=O)N(C)CCOc2ccccc2)ccc1OCC(=O)Nc1cccc(C(F)(F)F)c1
  A = /; B = -4; C = 1; D = 13; E = 1; F = 0; G = 1; H = /

29. O=C(COC(=O)c1cccc(Br)c1)Nc1cccc(S(=O)(=O)N2CCCCC2)c1
  A = -0.3; B = -13; C = 3; D = -15; E = 1; F = 17; G = -2; H = -2

30. NC(=O)c1cc(C(=O)Cc2ccccc2)c[nH]1
  A = /; B = /; C = 6; D = -5; E = 0; F = 0; G = 8; H = /

31. COc1cc(C(=S)N2CCN(C(c3ccccc3)c3ccccc3)CC2)cc(OC)c1O
  A = /; B = -15; C = -6; D = -11; E = 3; F = -1; G = 0; H = 0

32. COC(=O)/C(=C/c1ccccc1)NC(=O)c1ccco1
  A = /; B = -12; C = 3; D = /; E = -20; F = 1; G = /; H = -8

33. CC(C)CCNC(=O)NC(=O)COc1ncnc2sccc12
  A = /; B = 2; C = 1; D = -51; E = 5; F = 0; G = 0; H = 1

34. O=C(NCCOc1ccccc1Cl)C(=O)c1c[nH]c2ccccc12
  A = 0.0; B = -3; C = /; D = -38; E = /; F = /; G = 3; H = /

35. COc1cc(OC)cc(C(=O)Nc2c(C)nn(-c3ccccc3)c2C)c1
  A = -0.2; B = -2; C = /; D = -6; E = /; F = /; G = 17; H = -3

36. O=S(=O)(NCc1ccccc1)c1ccc(S(=O)(=O)N(Cc2ccccn2)C2CCCC2)cc1
  A = /; B = 2; C = -15; D = /; E = 2; F = -3; G = /; H = -7

37. CCCCN(C=O)c1c(CC)nc2c(OCC(=O)N3CCOCC3)cccn12
  A = -0.1; B = /; C = -6; D = -30; E = 2; F = -1; G = 0; H = -2

38. O=C(c1ccco1)N1CCN=C1SCc1ccc(F)cc1
  A = 2.0; B = 3; C = 1; D = -2; E = 5; F = 0; G = -2; H = /

39. CCOc1ccccc1OCC(=O)Nc1ccc(Cl)cc1Cl
  A = /; B = 2; C = 3; D = /; E = 6; F = 3; G = /; H = -5

40. Cc1c(NC(=O)c2cc(-c3ccc(F)cc3)on2)c(=O)n(-c2ccccc2)n1C
  A = -0.1; B = 8; C = -6; D = -18; E = -1; F = 1; G = -4; H = -19

41. COc1cc(CNCCN(C)C)c(Br)cc1OCC(=O)NCc1ccccc1
  A = /; B = 10; C = 3; D = /; E = 0; F = -2; G = /; H = 16

42. Cc1cn([C@H]2C[C@H](O)[C@@H](/C=C/C(=O)NCCc3cccnc3)O2)c(=O)[nH]c1=O
  A = 0.0; B = 4; C = -13; D = 4; E = 0; F = 2; G = 1; H = -6

43. CCC(=O)NCCc1nc2cc(NC(=O)c3ccccc3OC)ccc2n1C
  A = /; B = 1; C = -6; D = /; E = /; F = 3; G = /; H = -7

44. CC[C@@](C)(NS(=O)(=O)OCC(Cl)(Cl)Cl)c1ccccc1
  A = 1.8; B = /; C = 3; D = -10; E = -1; F = -1; G = 5; H = /

45. CC(C)NC(=O)N(C)C[C@H]1Oc2ccc(NC(=O)CCCN(C)C)cc2C(=O)N([C@@H](C)CO)C[C@@H]1C
  A = -13; B = 5; C = -3; D = -7; E = 2; F = 4; G = 0; H = 1[16.7 µM]

# Reformatted field by field: part of the list above.
[15] Cc1ccc(N(C)S(=O)(=O)c2c(C)noc2/C=C/N(C)C)cc1
  E-selectin induc = 0.4
  PGC1a acetyl inh = -10
  RAD54 inh = 0
  RAD52 anneal inh = -138
  PglD inh = -6
  Cneo AK release = -1
  ERAP1 inh = 4
  miR122 inh = -1

[16] COc1cc(/C=N/NC2=NS(=O)(=O)c3ccccc32)ccc1OC(C)=O
  E-selectin induc = /
  PGC1a acetyl inh = 1
  RAD54 inh = -1
  RAD52 anneal inh = -20
  PglD inh = 4
  Cneo AK release = 9
  ERAP1 inh = 0
  miR122 inh = 2

[17] COC(=O)C(CC(C)C)NC(=O)c1ccc(F)cc1 (configuration not stated)
  E-selectin induc = /
  PGC1a acetyl inh = -1
  RAD54 inh = -9
  RAD52 anneal inh = -3
  PglD inh = 1
  Cneo AK release = 1
  ERAP1 inh = 1
  miR122 inh = /

[18] CCCCC1NC(C(=O)O)CS1 (configuration not stated)
  E-selectin induc = /
  PGC1a acetyl inh = 2
  RAD54 inh = 0
  RAD52 anneal inh = -32
  PglD inh = 3
  Cneo AK release = 3
  ERAP1 inh = -3
  miR122 inh = -8

# More entries
# Abbreviations: A = E-selectin induc; B = PGC1a acetyl inh; C = RAD54 inh; D = RAD52 anneal inh; E = PglD inh; F = Cneo AK release; G = ERAP1 inh; H = miR122 inh
46. COCC#Cc1cnc2c(c1)C(=O)N([C@@H](C)CO)C[C@@H](C)[C@H](CN(C)C(=O)Nc1cccc(F)c1)O2
  A = -0.2; B = 2; C = -7; D = 6; E = 1; F = -5; G = 0; H = 1[16.7 µM]

47. CCN(CC1CCCO1)C(=O)c1cc(COc2ccccc2SC)on1 (configuration not stated)
  A = 0.5; B = 3; C = -2; D = -17; E = -6; F = 0; G = 2; H = -1

48. CCO[C@@H]1OC(C(=O)N2CCOCC2)=C[C@H](c2ccccc2)[C@H]1CCCO
  A = 0.0; B = -5; C = -7; D = -9; E = 1; F = -7; G = -1; H = -2

49. COc1ccc(OC)c(C2CC(=O)C3=C(C2)NC(=O)CC3c2ccc(O)c(OC)c2)c1 (configuration not stated)
  A = /; B = -4; C = -2; D = /; E = 1; F = -9; G = /; H = 4

50. Cn1c(=O)c2c(nc(Oc3ccc4c(c3)OCO4)n2Cc2ccc(F)cc2)n(C)c1=O
  A = /; B = -2; C = -2; D = /; E = 4; F = 2; G = /; H = -8

# Assay outcomes deposited in PubChem BioAssay by Broad Institute.

# Not a hit list, and some 1.4% of all compounds hit somewhere here.
